Nrf2 ARE act: activators of Nrf2 (ARE) signaling; 410,000 tested, 0.31% active; AID 624171; Potency, µM (doses to about 46.1 µM), inactives show at the highest dose activation, usual class: activators; AREc32 ARE-luciferase reporter (MCF7-derived line), luminescence, 24 h; note: potency is the fitted concentration of half-maximal effect; % of control where 0% means no effect; nearly all actives have a fitted effect of over 65% in size
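AREc32 cells carrying an ARE-driven firefly luciferase reporter were seeded at 1000 cells/well in OPTI-MEM with 5% FBS, then exposed to compound for 24 hr at 37 deg C. Luminescence was read with Steady-Glo after 30 min at RT.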
S2 tox: cell viability loss in ATXN counter-screen; S2 cells (HEK-293 line with an ATXN2-luciferase reporter) viability, CellTiter-Fluor protease fluorescence, 24 h; AID 651635; Potency, µM (highest dose often 56.7 µM), hits mostly cytotoxic; 400,000 tested, 0.49% active; note: potency is the fitted concentration of half-maximal effect; nearly all actives have a fitted effect of over 40% in size
Nrf2 block: inhibitors of Nrf2 signaling; AID 504444; Potency, µM (series often up to 46 µM), for inactives: at the top dose activity change, negative = inhibition, hits mostly inhibitors; 360,000 tested, 2.1% active; A549 ARE-Fluc reporter, luciferase luminescence, 18-24 h; note: potency is the fitted concentration of half-maximal effect; % is set by controls: 0 for no effect and ±100 for the full control effect; nearly all actives have a fitted effect of over 60% in size
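In this cell-based qHTS, ARE-driven firefly luciferase in A549 cells reports Nrf2 activity; the luminescent signal after BugLite lysis is the measured value, with a prior CellTiter-Fluor read for cell health.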
HepG2 tox: counter-screen for TGF-b inhibitors: cytotoxicity in HepG2 cells. HepG2 CAGA-GFP viability, ATP luminescence, 18 h. Potency, µM (titrated, usually from 46.1 µM), without a hit: at the top dose activity change, negative = cytotoxicity, usual class: cytotoxic. 410,000 tested, 0.76% active. AID 588856; note: potency is the fitted concentration of half-maximal effect; some results filed as inactive show a strong effect at the top dose
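CellTiter-Glo luminescence gave cytotoxicity after 18 hours at 37 degrees C. The cells were HepG2 CAGA-GFP in 1% FBS DMEM, stimulated with 500 pg/mL TGF-beta after compound addition. %Activity was normalised to no-cell wells (complete cell-killing) and DMSO (no toxicity), and curves were fitted and classified.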
CCT chaperon mod: cytosolic chaperonin activity modulation | purified chaperonin ATPase assay, HTRF ADP detection, 30 min | activity change, % (concentration not given with the values), hits read low | 360,000 tested, 0.3% active | AID 651819; in the data active = activity change below about -30%; note: % is set by controls: 0 for no effect and ±100 for the full control effect
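TRiC (40 or 20 nM final, by batch activity) in 30 mM Tris pH 7.4, 100 mM KCl, 5 mM MgCl2, 1 mM DTT was treated with compound at 76 uM single dose, then 10 uM ATP, 30 min at 37 °C. ADP was read by HTRF Transcreener.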
Akt phos inh: Akt phosphorylation inhibition; activity change, % for hits at 50 µM; 360,000 tested, 0.32% active; Neuro2A IGF-stimulated pAkt S473 HTRF, 20 min; stronger effect = lower value; in the data active = activity change below about -80%; inconclusive = mostly about -51% to -80%; note: % is set by controls: 0 for no effect and ±100 for the full control effect
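Neuro2A cells in DMEM with 0.5% FBS, overnight at 37 deg C, given compound at single 50 µM final, then IGF (6 nM final) for 20 min at 37 deg C. Lysed; phospho-Akt Ser473 by HTRF after 24 h, 665/615 ratio.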
A549 tox: kills or reduces viability of A549 cells in Nrf2 counter-screen; 390,000 tested, 0.16% active; AID 504648; A549 ARE-Fluc cells, CellTiter-Fluor viability, 18-24 h; Potency, µM (highest dose often 46 µM), for inactives: top-dose activity change, negative = cytotoxicity, actives largely listed as inhibitors; note: potency is the fitted concentration of half-maximal effect; % is set by controls: 0 for no effect and ±100 for the full control effect
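A549 ARE_Fluc cells in 5% FBS OPTI-MEM were exposed to compounds in concentration-response for 18-24 h at 37 deg C. Viability was read by CellTiter-Fluor fluorescence (Ex 405/Em 525) after 30 min, before the luciferase read.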
TGFb inhibitor: blocks TGF-b signaling; HepG2 CAGA-GFP TGF-b/SMAD3 reporter, GFP fluorescence, 18 h; TGF-beta stimulated, 500 pg/mL final; Potency, µM (series often up to 46.1 µM), inactives show at the highest dose activity, negative = inhibition, most hits filed as inhibitors; 410,000 tested, 1.2% active; AID 588855; note: potency is the fitted concentration of half-maximal effect; % is set by controls: 0 for no effect and ±100 for the full control effect; nearly all actives have a fitted effect of over 65% in size
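HEPG2 CAGA-GFP reporter cells (1000/well, DMEM with 1% FBS) received compounds, then recombinant TGF-beta at 500 pg/mL final for 18 hours at 37 degrees C. Per-cell GFP summed per well was normalised to unstimulated and stimulated DMSO controls before curve fitting.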
MmCpn inh: M. maripaludis TRiC chaperonin inhibition; 330,000 tested, 0.031% active; Potency, µM (highest dose often 76.9 µM), for inactives: at the highest dose activity, negative = inhibition, hits mostly inhibitors; AID 504842; purified Mm-Cpn ATPase, ADP Transcreener TR-FRET; note: potency is the fitted concentration of half-maximal effect; % is set by controls: 0 for no effect and ±100 for the full control effect; nearly all actives have a fitted effect of over 80% in size
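ATPase read-out: TR-FRET ADP immunoassay (anti-ADP Eu cryptate vs ADP-d2), ex 320 nm, em 590/665 nm; signal drops as ADP forms. Enzyme 25 nM, ATP 10 uM, 30 min at 37°C after 10 min compound preincubation.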
Numbers without * were called inactive; i = inactive; ? = inconclusive; . = no result given; [ ] = another dose, or the depositor's remark. Unless noted, calls come from the whole dose curve; as a rule, active = well fitted curve in the direction sought with a large enough effect; inconclusive = small, poorly fitted or top-dose-only effect, or another doubt; inactive = no such curve, though single readings can be large; an effect the other way counts as inactive or inconclusive.

SMILES	Nrf2 ARE act	S2 tox	Nrf2 block	HepG2 tox	CCT chaperon mod	Akt phos inh	A549 tox	TGFb inhibitor	MmCpn inh
CC1CC(C)CN(C(=O)COC(=O)CN2C(=O)c3ccccc3C2=O)C1 (stereo unspecified)	-0.2%	i	-7%	3%	-1.2	i	1%	-1%	-1%
CNC(=S)N1N=C(c2ccc(OC)cc2)CC1c1ccccc1Cl (stereo unspecified)	3.4%	i	-12%	5%	-25	i	2%	-2%	?
CCCCOC(=O)Nc1ccc(S(=O)(=O)Nc2cc(C)nc(C)n2)cc1	-0.8%	i	-4%	-11%	0.7	i	-3%	-11%	1%
CC1CCCCN1S(=O)(=O)c1ccc(S(=O)(=O)N2CCN(C)CC2)cc1 (stereo unspecified)	2.0%	i	1%	20%	-1.9	i	9%	33%[activator]	1%
COc1ccc(N2CCN(C3CCCN(Cc4ccc(F)cc4)C3)CC2)cc1 (stereo unspecified)	0.2%	i	0%	-16%	0.0	i	7%	-8%	-12%
CCOc1ccc(CNC(=O)c2ccccc2NC(=O)c2nsc3ccccc23)cc1	?	.	.	-3%	.	.	4%	?	.
CCOC(=O)Cn1c(=O)n(CC2CCCO2)c2nc(-c3ccccc3F)nc(C(N)=O)c21 (stereo unspecified)	-0.3%	i	.	-4%	.	.	-7%	1%	.
CN(C(=O)COC(=O)Cc1ccc(Br)cc1)c1c(N)n(Cc2ccccc2)c(=O)[nH]c1=O	-0.3%	i	.	-7%	-1.6	i	.	18%	.
O=C(/C=C/c1ccccc1Cl)NCc1ccco1	26%	i	9%	-12%	-2.3	i	9%	?	1%
COc1cccc(CCNc2ccc(N3C(=O)CC(C)C3=O)cc2[N+](=O)[O-])c1 (stereo unspecified)	0.4%	i	14%	-27%	0.4	i	-5%	-1%	1%
Cc1onc(-c2c(Cl)cccc2Cl)c1C(=O)O/N=C(\C#N)c1c(Cl)cccc1Cl	-0.8%	i	10%	-19%	2.7	i	-1%	5%	1%
Cc1sc2nc(CSC(C)C(=O)Nc3ccc(C#N)cc3)[nH]c(=O)c2c1C (stereo unspecified)	1.5%	i	-14%	-6%	-1.9	i	0%	-4%	1%
Cc1cccc(N2CCN(S(=O)(=O)c3cc(Cl)ccc3Cl)CC2)c1C	-1.1%	i	?	-7%	.	.	-8%	0%	.
Fc1ccc(CN2CCN(c3ncnc4scc(-c5ccc(F)cc5)c34)CC2)cc1	-0.9%	i	?	-26%	-0.7	i	-12%	?	?
Cc1cc2[nH]c3c4ccccc4nc(C)c3c2cc1C	-5.5%	.	?	18µM*	1.8	i	?	13µM*	.

Whole records as entered above. Order of screens: Nrf2 ARE act, S2 tox, Nrf2 block, HepG2 tox, CCT chaperon mod, Akt phos inh, A549 tox, TGFb inhibitor, MmCpn inh
CCOC(=O)Cn1c(=O)n(CC2CCCO2)c2nc(-c3ccccc3F)nc(C(N)=O)c21 (stereo unspecified) is listed as -0.3%, i, ., -4%, ., ., -7%, 1%, .
CN(C(=O)COC(=O)Cc1ccc(Br)cc1)c1c(N)n(Cc2ccccc2)c(=O)[nH]c1=O is listed as -0.3%, i, ., -7%, -1.6, i, ., 18%, .
Fc1ccc(CN2CCN(c3ncnc4scc(-c5ccc(F)cc5)c34)CC2)cc1 is listed as -0.9%, i, ?, -26%, -0.7, i, -12%, ?, ?

Additional results follow:
SMILES	Nrf2 ARE act	S2 tox	Nrf2 block	HepG2 tox	CCT chaperon mod	Akt phos inh	A549 tox	TGFb inhibitor	MmCpn inh
CC(/C=C/c1ccccc1)=N\NC(=O)c1ccc(Br)cc1	2.5%	i	-13%	-47%	-2.7	i	3%	-13%	1%
CCOc1cc(C2NC(=O)NC(C)=C2C(C)=O)cc(Cl)c1OCC(=O)O (stereo unspecified)	0.1%	i	9%	4%	0.8	i	-4%	6%	0%
Cc1cc(=O)n2nc(N3CCCC(C(=O)NCCCN4CC(C)CC(C)C4)C3)sc2n1 (stereo unspecified)	-0.4%	i	-3%	0%	0.5	i	8%	-2%	-7%
Cn1c(SCC(=O)NC2CCCC2)nnc1C(F)(F)F	0.0%	i	-28%	-7%	0.9	i	-1%	-2%	0%
Cc1c(O)ccc(NC(=O)/C=C/c2ccccc2)c1C	3.3%	i	14%	5%	0.5	i	0%	9%	-2%
CC(C)CC(=O)Nc1ccc(Oc2ccc3c(c2)C(=O)NC3=O)cc1	-0.9%	i	-21%	-10%	0.0	i	0%	-17%	-2%
Cc1ccc([C@H]2C[C@H](n3cc(COC(=O)c4ccccc4)nn3)[C@@H](O)CN2C(=O)c2cccs2)cc1	2.6%	i	.	-14%	-0.8	i	.	1%	.
CCN(C(=O)c1cc2c(=O)n3cccc(C)c3nc2n1CCCOC)C1CCCCC1	-0.2%	i	?	-8%	0.1	i	-6%	4%	-2%
COc1cc(/C=C2\SC(=O)N(Cc3ccc(Cl)cc3)C2=O)cc([N+](=O)[O-])c1O	-0.4%	?	15µM*	4%	-1.8	i	15µM*	2%	0%
COc1ccc(-c2noc(-c3ccc(N4CCN(C)CC4)c([N+](=O)[O-])c3)n2)cc1OC	20%	?	9%	11µM*	.	.	6%	?	.
CC(C)(C)OC(=O)N1CCN(C(=O)c2ncn(Cc3ccccc3)c2C(=O)N2CCN(C(=O)OC(C)(C)C)CC2)CC1	-0.2%	i	1%	3%	-2.9	i	-2%	14%	-2%
NS(=O)(=O)c1ccc(CCNC(=O)CSc2ccc(Cl)cc2)cc1	-0.3%[9.22 µM]	i	-9%	-19%	-1.6	i	7%	-8%	2%
Cc1cc(C)c(C(=O)C(C)OC(=O)Cn2cnc3c2c(=O)n(C)c(=O)n3C)cc1C (stereo unspecified)	0.1%	i	3%	-2%	0.0	i	13%	-1%	-3%
CC1=NN(c2ccccc2)C(=O)/C1=C\c1sccc1C	16%	i	13%	-34%	-2.0	i	3%	?	0%
CCC(Sc1nc(C)cc(C)n1)C(=O)Nc1cc(C)on1 (stereo unspecified)	0.1%	i	1%	6%	-2.4	i	0%	5%	?
COc1ccc(CCNC(=O)c2cc(-c3ccncc3)nc3c(Cl)cccc23)cc1OC	4.5%	i	?	7%	-4.4	i	-10%	4%	-1%
O=C(COc1nsnc1N1CCOCC1)N1CCOCC1	-0.2%	i	4%	0%	-1.6	i	2%	-4%	2%
CCOc1ccccc1CN1CCNC(=O)C1CC(=O)N(C)Cc1cnccn1 (stereo unspecified)	0.5%	i	2%	-2%	-2.8	i	3%	0%	-2%
CCN(CC)c1ccc(C(=O)N/N=C/c2ccc(N3CCOCC3)cc2)cc1	0.4%	.	-1%	-14%	0.6	i	0%	-11%	0%
Cc1ccccc1CSc1nnc(-c2ccccc2)c(=O)[nH]1	-0.5%	i	-2%	-11%	-1.3	i	-11%	-13%	0%
CC1CC(C)(C)N2C(=O)C(=C(C#N)C#N)c3cccc1c32 (stereo unspecified)	-0.9%	i	2%	-1%	-0.7	i	2%	-15%	0%
Cc1cc(=O)oc2cc(OC(C)C(=O)NC3CCN(Cc4ccccc4)CC3)ccc12 (stereo unspecified)	-0.1%	i	-15%	-3%	0.9	.	2%	11%	-2%
O=C(CCN1C(=O)c2ccccc2C1=O)c1ccccc1	5.8%	i	.	8%	-1.8	i	.	?	.
C[C@@H]1CN([C@H](C)CO)C(=O)c2cc(Br)cnc2O[C@@H]1CN(C)Cc1ccc(-c2ccccc2)cc1	2.8%	i	.	-21%	-0.5	i	.	-8%	.
CCC(Oc1ccccc1)C(=O)OCC(=O)N(CC)c1c(N)n(Cc2ccccc2)c(=O)[nH]c1=O (stereo unspecified)	0.3%	i	2%	-1%	-1.1	i	0%	4%	-1%
CC(C)CNC(=O)CN(c1cccc(Cl)c1)S(C)(=O)=O	-0.2%	i	-2%	-2%	3.6	i	0%	-2%	3%
CCC(=O)Nc1nnc(SCC(=O)Nc2ccc(F)cc2)s1	-0.7%	i	?	-23%	-1.5	i	1%	10%	2%
CCCCC(c1nnnn1CS(=O)(=O)c1ccc(C)cc1)N1CCN(C)CC1 (stereo unspecified)	-0.7%	i	-7%	15%	-4.6	i	0%	24%	-1%
O=C(Nc1nccs1)c1ccc(COc2ccc(F)cc2)o1	4.3%	i	.	-19%	-4.6	i	17%	-2%	2%
CCc1ccccc1NC(=O)CSc1nnc2ccc3ccccc3n12	-0.4%	.	-10%	-14%	.	.	-1%	-21%	.
Nn1c(SCC(=O)NC2CCCCCC2)nnc1C(F)(F)F	-0.2%	i	2%	-5%	1.6	i	2%	15%	1%
CCOC(=O)c1c(C)[nH]c(C)c1C(=O)COC(=O)c1cccc(S(=O)(=O)N(CC)CC)c1	0.0%	i	?	-20%	-0.3	i	-8%	-14%	1%
Cc1cc(NC(=O)Nc2ccc(Cl)cc2)n(-c2ccccc2)n1	-0.8%	.	-15%	2%	-0.9	i	-6%	2%	1%
CCCCNC(=O)c1ccc2c(=O)n(CCCOCC)c(=S)[nH]c2c1	-0.1%	.	?	-5%	-0.6	.	2%	24%	1%
CCn1nc(C)c(CNC(=O)CCc2nnc(-c3ccc(C(C)=O)s3)o2)c1C	-0.4%	i	6%	5%	0.0	i	6%	5%	2%
COc1ccc(CNC(=O)COC(=O)CCOc2ccc(C)cc2)cc1	-0.9%	i	-1%	-18%	-2.1	i	1%	?	-5%
Cc1cc2oc(=O)cc(CN(C)Cc3ccccc3Cl)c2cc1C	0.6%	i	5%	-11%	-0.9	i	13%	5%	-16%
Cc1cc(C)cc(N(C(=O)c2csnn2)C(C(=O)NC2CCCC2)c2cccnc2)c1 (stereo unspecified)	0.2%	i	4%	-30%	-10	i	-6%	?	?
N#CCc1nc2n(n1)Cc1ccccc1-2	3.6%	i	5%	-19%	-1.9	i	9%	?	0%
Cc1cc(C(F)(F)F)nc(CCNCc2c(C(=O)N3CCCC3)nc3ccccn23)n1	0.2%	i	0%	-17%	1.7	i	4%	-2%	-6%

Screening data from PubChem BioAssay.
